PRC2 inh – EZH2 (human) methyltransferase inhibition. Q15910. PRC2 H3K27 methylation, DELFIA TRF, 1 h. inhibition, % at 12.5 µM. 57,000 tested, 0.35% active;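 active = mean inhibition of replicates at least 50% and every single replicate also reaching 50%; inconclusive = mean inhibition at least 50% but some replicate falls below 50%; inactive = mean inhibition under 50%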;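 note: dimethyl H3K27 on biotinylated H3 21-44 peptide detected by antibody; plate controls were median neutral control wells for no effect and median positive control wells for full effect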
Target sequence (Q15910 whole entry, looked up): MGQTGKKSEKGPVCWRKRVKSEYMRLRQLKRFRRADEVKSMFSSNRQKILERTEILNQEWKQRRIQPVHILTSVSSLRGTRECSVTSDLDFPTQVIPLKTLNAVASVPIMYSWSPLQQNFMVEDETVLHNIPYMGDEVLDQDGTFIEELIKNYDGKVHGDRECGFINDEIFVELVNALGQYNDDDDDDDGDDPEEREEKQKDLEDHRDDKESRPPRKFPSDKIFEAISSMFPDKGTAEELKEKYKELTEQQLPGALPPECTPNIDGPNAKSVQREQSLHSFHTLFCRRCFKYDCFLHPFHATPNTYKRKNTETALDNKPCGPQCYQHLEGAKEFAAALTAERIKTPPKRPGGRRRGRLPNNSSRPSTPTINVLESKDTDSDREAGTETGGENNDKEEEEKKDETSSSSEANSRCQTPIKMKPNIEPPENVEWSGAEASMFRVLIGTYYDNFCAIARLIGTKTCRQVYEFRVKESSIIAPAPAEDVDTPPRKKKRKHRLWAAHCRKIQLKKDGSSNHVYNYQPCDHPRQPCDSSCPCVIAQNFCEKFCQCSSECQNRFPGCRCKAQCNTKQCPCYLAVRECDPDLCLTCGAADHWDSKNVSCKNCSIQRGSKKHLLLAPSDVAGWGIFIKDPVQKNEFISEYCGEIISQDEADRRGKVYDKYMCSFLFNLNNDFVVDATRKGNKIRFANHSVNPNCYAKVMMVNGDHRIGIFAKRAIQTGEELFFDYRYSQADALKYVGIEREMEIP
IDH1 R132H inh – IDH1 R132H (human) inhibition; 70,000 tested, 0.18% active; inhibition, % at 10 µM; AID 624101; O75874; IDH1 R132H reductase, diaphorase/resazurin fluorescence, 60 min; in the data active = inhibition above about 34%; inconclusive = no clear call, values can overlap the other calls; inactive = below about 11%;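 note: 0% = DMSO and 100% = no enzyme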
* hit, by the source's call; ? = inconclusive; / = not tested or not shown. The list is partial; rates above refer to the full screens.

SMILES	PRC2 inh	IDH1 R132H inh
Cc1ccc(S(=O)(=O)N(C)CC(=O)Nc2ccc(C)cc2C)cc1	4.0	-0.4
C[C@@H](NC(=O)C[C@@H]1C[C@@H]2c3cc(NC(=O)NC4CCCC4)ccc3O[C@@H]2[C@@H](CO)O1)c1ccccc1	5.0	-1.2
CC(C)c1ccc(NC(=O)Cn2cc([N+](=O)[O-])cn2)cc1	6.0	-0.4
C[C@H]1CN([C@@H](C)CO)C(=O)c2ccccc2-c2ccccc2CO[C@H]1CN(C)C(=O)[C@@H]1CCCN1C	0.5	0.0
COc1ccc(S(=O)(=O)Nc2ccc3c(c2)CC(=O)N([C@H](C)CO)C[C@H](C)[C@@H](CN(C)C(=O)Nc2cccc4ccccc24)O3)cc1	/	-0.4
Cc1ccccc1-c1cnc2c(c1)C(=O)N([C@@H](C)CO)C[C@@H](C)[C@H](CN(C)C(=O)CC1CC1)O2	-2.0	-1.6
C[C@@H]1CN([C@@H](C)CO)C(=O)c2cccc(NC(=O)c3nc4ccccc4s3)c2O[C@@H]1CN(C)Cc1ccccc1	18.4	/
COc1cccc(S(=O)(=O)N[C@@H]2CC[C@@H](CC(=O)NCc3ccc(Cl)cc3)O[C@@H]2CO)c1	10.0	-0.5
COc1cccc(C(=O)Nc2ccc3c(c2)C(=O)N(C)C[C@@H](OC)[C@H](C)CN(C(=O)C2CCCC2)[C@@H](C)CO3)c1	-1.9	-0.3
C[C@H]1CN([C@@H](C)CO)C(=O)c2cc(/C=C/c3ccccc3)cnc2O[C@@H]1CN(C)C(=O)c1cnccn1	2.3	-1.7
CN(C)c1ccc2c(c1)[C@@H]1C[C@@H](CC(=O)N3CCOCC3)O[C@@H](CO)[C@@H]1O2	4.8	-17.3
COc1ccc(S(=O)(=O)N(C)C[C@@H]2Oc3ccc(NS(C)(=O)=O)cc3CC(=O)N([C@@H](C)CO)C[C@H]2C)cc1	/	1.2
O=C(O)COc1ccc(NC(=O)c2ccc(NC(=O)c3ccco3)cc2)cc1	-22.3	0.6
CN(C)CC(=O)N[C@@H]1CC[C@@H](CCNC(=O)C2CCCC2)O[C@@H]1CO	-12.7	0.2
COC(=O)c1ccc(NC(=O)C2CCN(S(=O)(=O)c3cc(C)ccc3OC)CC2)cc1	-5.5	0.2
CO[C@H]1CN(C)C(=O)c2ccc(NS(C)(=O)=O)cc2OC[C@@H](C)N(C(=O)C2CCCCC2)C[C@H]1C	9.7	0.0
COCC#Cc1ccc2c(c1)O[C@H](CN(C)C(=O)C1CCC1)[C@@H](C)CN([C@H](C)CO)S2(=O)=O	-9.1	-0.1
O=C(N1CCOCC1)[C@@]1(Cc2ccccc2)N=C(c2ccc(OCCCO)cc2)O[C@H]1c1ccccc1	8.3	-0.8
O=C(N/N=C/c1ccc(N(c2ccccc2)c2ccccc2)cc1)c1ccccn1	19.0	/
C[C@@H]1CCCCO[C@@H](CN(C)Cc2ccc(C(=O)Nc3ccccc3N)cc2)[C@@H](C)CN([C@H](C)CO)C(=O)c2cc(NS(=O)(=O)c3cccs3)ccc2O1	-32.8	/
CO[C@H]1CN(C)C(=O)c2cc(NC(=O)c3cccc(F)c3)ccc2OC[C@H](C)N(C)C[C@@H]1C	3.9	0.3
C[C@H](CO)N1C[C@H](C)[C@@H](CN(C)C(=O)c2ccccc2F)Oc2ncc(-c3ccc(F)cc3)cc2C1=O	7.3	0.4
COc1ccc(C)cc1N(CC(=O)Nc1ccc(I)cc1C)S(C)(=O)=O	11.2	0.4
O=C(COc1ccc(Br)cc1)Nc1cc(C(F)(F)F)ccc1N1CCOCC1	15.7	0.3
C[C@@H]1CCCCO[C@@H](CN(C)C(=O)Nc2ccccc2)[C@H](C)CN([C@@H](C)CO)C(=O)c2cc(NC(=O)Nc3ccccc3)ccc2O1	/	0.2
SMILES	PRC2 inh	IDH1 R132H inh
COc1ccc(NC(=O)O[C@@H](c2ccc(OC)c(O)c2)[C@H](CCO)OC)cc1	-11.4	/
CCC(=O)N(C)C[C@H]1Oc2cc(-c3ccccc3OC)ccc2S(=O)(=O)N([C@@H](C)CO)C[C@H]1C	/	-0.1
CCc1cccc(OCC(=O)Nc2ccccc2C(N)=O)c1	-8.5	0.0
O=C(O)C1=C[C@H](c2ccc(C(F)(F)F)cc2)C[C@H](OCCCCO)O1	7.6	/
CCC(=O)Nc1ccc2c(c1)C(=O)N(C)C[C@H](OC)[C@H](C)CN(C(=O)CC)[C@H](C)CO2	-2.3	0.0
Cc1noc(C)c1NC(=O)N(C)C[C@H]1Oc2c(NC(=O)c3nc4ccccc4s3)cccc2C(=O)N([C@H](C)CO)C[C@H]1C	/	-2.7
COc1ccccc1NC(=O)N[C@@H]1C=C[C@H](CC(=O)N[C@@H](C)c2ccccc2)O[C@H]1CO	2.1	-0.1
C[C@@H]1CN([C@H](C)CO)C(=O)c2cccc(NC(=O)C3CC3)c2O[C@H]1CN(C)C(=O)Nc1ccc(F)cc1	-0.7	4.9
C[C@H](CO)N1C[C@H](C)[C@@H](CN(C)Cc2ccc(-c3ccccc3)cc2)Oc2ccc(NC(=O)Nc3ccc(C(F)(F)F)cc3)cc2CC1=O	/	1.3
CO[C@@H](CN(C)C(=O)C1CCOCC1)[C@@H](C)CN(C(=O)Nc1ccc(C(F)(F)F)cc1)[C@H](C)CO	4.4	0.2
CN(C)CCCNC(=O)C[C@@H]1C=C[C@H](NC(=O)Cc2cccnc2)[C@H](CO)O1	15.5	0.4
COC(=O)C[C@@H]1C[C@H]2c3cc(NC(=O)c4cccnc4)ccc3O[C@H]2[C@H](CO)O1	-8.4	-0.5
C[C@H](CO)N1C[C@H](C)[C@@H](CN(C)S(=O)(=O)c2cccs2)Oc2ccc(NC(=O)CCCN(C)C)cc2CC1=O	/	-1.1
CNC[C@@H]1Oc2cc(C#CC(C)C)ccc2S(=O)(=O)N([C@@H](C)CO)C[C@H]1C	/	-0.1
C[C@@H]1CN([C@@H](C)CO)C(=O)c2cc(C#CC3CC3)cnc2O[C@H]1CN(C)C(=O)c1ccncc1	-15.6	/
CO[C@@H]1CN(C)C(=O)c2ccc(NC(=O)C3CCCC3)cc2OC[C@@H](C)N(C(=O)c2ccccc2)C[C@H]1C	3.4	0.1
O=C(C[C@H]1CC[C@@H](NS(=O)(=O)c2ccc(F)cc2)[C@H](CO)O1)NCc1ccncn1	-11.6	0.3
NC(=O)CN1C(=O)C(O)(C2CCc3ccccc3C2=O)c2ccccc21 (stereo not given)	/	0.0
C[C@H](CO)N1C[C@H](C)[C@H](CN(C)C(=O)C2CC2)Oc2ncc(C#Cc3ccccc3F)cc2C1=O	-1.2	0.0
C[C@H](CO)N1C[C@H](C)[C@@H](CN(C)C(=O)Nc2ccc(F)cc2)Oc2c(NC(=O)c3nc4ccccc4s3)cccc2C1=O	/	-1.3
C[C@H]1CN([C@@H](C)CO)C(=O)c2cc(C3=CCCCC3)cnc2O[C@@H]1CN(C)C(=O)c1ccncc1	4.1	-0.7
COc1ccc(C2C(C#N)=C(N)Oc3n[nH]c(-c4ccccc4)c32)cc1CSc1ccccn1 (stereo not given)	/	-0.6
C[C@@H]1CN([C@H](C)CO)C(=O)Cc2cc(NC(=O)Nc3cccc4ccccc34)ccc2O[C@@H]1CN(C)Cc1ccc(Oc2ccccc2)cc1	/	0.4
C[C@@H]1CN([C@H](C)CO)C(=O)c2cc(N(C)C)ccc2O[C@@H](C)CCCCO[C@@H]1CN(C)C(=O)Nc1cccc2ccccc12	-24.1	-0.8
C[C@H]1CN([C@@H](C)CO)C(=O)c2cccc(NC(=O)Nc3ccc(F)cc3)c2O[C@H]1CN(C)C(=O)NC1CCCCC1	-5.0	2.5
SMILES	PRC2 inh	IDH1 R132H inh
COc1ccc(S(=O)(=O)Nc2ccc3c(c2)CC(=O)N([C@@H](C)CO)C[C@@H](C)[C@@H](CN(C)Cc2ccc(-c4ccccc4)cc2)O3)cc1	/	-0.4
CNC[C@H]1Oc2ccc(NC(=O)Nc3ccc(OC)cc3)cc2CC(=O)N([C@H](C)CO)C[C@@H]1C	4.4	0.5
COc1ccc(-c2ccc3c(c2)O[C@H](CN(C)C(C)=O)[C@H](C)CN([C@H](C)CO)S3(=O)=O)cc1	/	0.2
COCC(=O)Nc1ccc2c(c1)OC[C@H](C)N(C(=O)c1cnccn1)C[C@H](C)[C@H](OC)CN(C)C2=O	4.8	-0.1
CO[C@H]1CN(C)C(=O)c2ccc(NC(=O)NC(C)C)cc2OC[C@@H](C)N(C(=O)C2CCC2)C[C@H]1C	2.9	-0.1
O=C(C[C@@H]1C[C@H]2c3cc(NC(=O)Cc4ccncc4)ccc3O[C@H]2[C@H](CO)O1)NCc1ccccn1	-3.1	-1.0
Cc1cccc(-n2c(N)cc(=O)nc2SCC(=O)Nc2ccc3ccccc3c2)c1	0.5	0.0
COc1ccc(S(=O)(=O)N(C)C[C@@H]2Oc3c(NS(=O)(=O)c4ccc(F)cc4)cccc3C(=O)N([C@@H](C)CO)C[C@H]2C)cc1	/	-0.8
COc1cccc(NC(=O)N[C@H]2C=C[C@H](CC(=O)Nc3ccc(-c4ccccc4)cc3)O[C@H]2CO)c1	-8.7	-0.1
C[C@@H]1CN([C@H](C)CO)C(=O)Cc2cc(NC(=O)CCCCCC(=O)Nc3ccccc3N)ccc2O[C@H]1CN(C)S(C)(=O)=O	8.6	0.1
C[C@H](CO)N1C[C@H](C)[C@H](CN(C)C(=O)C2CCOCC2)Oc2ncc(C3=CCCC3)cc2C1=O	0.4	/
C[C@H](CO)N1C[C@H](C)[C@@H](CN(C)C(=O)Nc2ccc3c(c2)OCO3)OCc2cnnn2CCCC1=O	-4.1	0.4
C[C@H](CO)N1C[C@H](C)[C@@H](CN(C)S(C)(=O)=O)Oc2cc(-c3ccc(F)cc3)ccc2S1(=O)=O	-10.6	1.1
CO[C@@H]1CN(C)C(=O)c2cc(NC(C)=O)ccc2OC[C@H](C)N(CCC(F)(F)F)C[C@@H]1C	0.1	-0.3
CCCC(=O)Nc1ccc2c(c1)C(=O)N(C)C[C@@H](OC)[C@H](C)CN(Cc1cccc(F)c1)[C@@H](C)CO2	-5.0	-0.2
CO[C@H]1CN(C)C(=O)c2cc(NC(=O)C3CCCC3)ccc2OC[C@@H](C)N(C)C[C@H]1C	3.8	-0.3
O=C(N[C@H]1CC[C@@H](CCn2cc(-c3cccnc3)nn2)O[C@H]1CO)c1ccccc1F	-7.9	-0.2
C[C@H](CO)N1C[C@H](C)[C@H](CN(C)C(=O)Nc2ccc3c(c2)OCO3)OCCCC[C@H](C)Oc2ccc(NS(C)(=O)=O)cc2C1=O	/	-0.2
COc1ccc(S(=O)(=O)Nc2ccc3c(c2)C(=O)N([C@@H](C)CO)C[C@H](C)[C@@H](CN(C)Cc2ccc(-c4ccccc4)cc2)O3)cc1	/	-0.6
Cc1ccc(S(=O)(=O)Nc2ccc3c(c2)CC(=O)N([C@H](C)CO)C[C@@H](C)[C@@H](CN(C)C(=O)Nc2cccc4ccccc24)O3)cc1	/	2.3
CC(=O)c1ccc(OC(=O)C(CCS(C)(=O)=O)N2C(=O)c3ccccc3C2=O)cc1 (stereo not given)	-1.4	0.2
CC(C)NC(=O)N(C)C[C@H]1Oc2cc(C#C[C@H](C)O)ccc2S(=O)(=O)N([C@@H](C)CO)C[C@H]1C	7.2	/
C[C@H]1CN([C@@H](C)CO)C(=O)c2ccccc2-c2ccccc2CO[C@H]1CN(C)C(=O)C1CC1	-1.8	0.7
C[C@H](CO)N1C[C@H](C)[C@@H](CN(C)CC2CCCC2)Oc2cc(C3=CCCCC3)ccc2S1(=O)=O	6.5	0.4
COc1ccccc1-c1cn(CC[C@H]2CC[C@@H](NC(=O)NC(C)C)[C@@H](CO)O2)nn1	3.4	?
Cc1ccc(S(=O)(=O)N(C)C[C@@H]2Oc3c(NC(=O)c4ccc(-c5nccs5)cc4)cccc3C(=O)N([C@H](C)CO)C[C@@H]2C)cc1	/	-0.5
Cc1ccc(N(C(C)C(=O)Nc2ccc3c(c2)OCCO3)S(C)(=O)=O)cc1 (stereo not given)	-0.9	-0.5
C[C@H]1CN([C@@H](C)CO)C(=O)c2cc(NS(=O)(=O)c3cccs3)ccc2O[C@@H]1CN(C)C(=O)NC1CCCCC1	/	-1.9
Cc1ccccc1-c1ccc2c(c1)O[C@@H](CN(C)C(=O)C1CC1)[C@@H](C)CN([C@@H](C)CO)S2(=O)=O	-19.7	-4.2

Source: PubChem BioAssay
